Compound activity (PubChem)
CXCR6 inh: blocks human CXCR6 beta-arrestin recruitment | 0.36% of 360,000 active | inhibition, % at 20 µM | O00574 | CHO-K1 PathHunter CXCR6 beta-arrestin, luminescence; in the data active means inhibition above about 34%, passing the limit was not always enough;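 further: antagonist mode with CXCL16 agonist at 10 nM final; 0% = 10 nM CXCL16 with DMSO and 100% = unstimulated wells without agonist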
TIM10 inh: inhibits growth of TIM10 yeast strain. 1.4% of 330,000 active. inhibition, % at 10 µM. S. cerevisiae TIM10 strain growth, BacTiter-Glo luminescence, 24 h;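 active means inhibition of 40% or more at the single tested concentration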;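 further: wild-type TIM10 isogenic control strain grown at permissive 25 °C; 0% = DMSO yeast wells and 100% = minimal medium wells without yeast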
Mdm2 MdmX PPI: human Mdm2/MdmX binding inhibition; SaOS-2 split-luciferase Mdm2/MdmX complementation, luminescence; inhibition, % at 8 µM; 3% of 330,000 active;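 active means inhibition of at least 50% at 8 µM in the primary screen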
Target sequence (O15151 whole entry, looked up): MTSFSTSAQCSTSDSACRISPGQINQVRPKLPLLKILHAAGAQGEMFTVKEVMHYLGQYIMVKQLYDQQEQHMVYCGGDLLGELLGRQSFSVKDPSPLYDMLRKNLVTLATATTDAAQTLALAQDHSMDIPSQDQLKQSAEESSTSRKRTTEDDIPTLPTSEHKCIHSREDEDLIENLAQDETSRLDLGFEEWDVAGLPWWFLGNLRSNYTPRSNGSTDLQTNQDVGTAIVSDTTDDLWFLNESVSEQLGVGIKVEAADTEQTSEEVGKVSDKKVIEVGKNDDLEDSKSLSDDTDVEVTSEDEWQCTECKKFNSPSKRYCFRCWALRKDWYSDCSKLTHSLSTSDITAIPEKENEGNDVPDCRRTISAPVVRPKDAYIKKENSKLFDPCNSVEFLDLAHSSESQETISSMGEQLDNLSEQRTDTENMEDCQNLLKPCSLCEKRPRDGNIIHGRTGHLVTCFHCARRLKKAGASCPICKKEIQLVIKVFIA
Target sequence (Q00987 whole entry, looked up): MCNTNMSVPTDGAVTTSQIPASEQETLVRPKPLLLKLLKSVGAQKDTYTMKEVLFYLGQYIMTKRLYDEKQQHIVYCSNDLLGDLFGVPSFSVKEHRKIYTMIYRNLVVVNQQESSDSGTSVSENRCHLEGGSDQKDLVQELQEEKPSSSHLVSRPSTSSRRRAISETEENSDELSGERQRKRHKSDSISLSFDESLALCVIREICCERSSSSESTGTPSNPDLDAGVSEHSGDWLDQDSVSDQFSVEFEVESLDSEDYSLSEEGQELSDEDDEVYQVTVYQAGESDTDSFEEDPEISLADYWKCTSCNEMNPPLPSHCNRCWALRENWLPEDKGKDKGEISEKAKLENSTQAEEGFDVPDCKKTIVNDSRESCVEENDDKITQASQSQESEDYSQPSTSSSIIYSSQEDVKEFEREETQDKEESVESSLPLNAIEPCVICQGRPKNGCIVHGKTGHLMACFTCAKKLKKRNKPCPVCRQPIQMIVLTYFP
APJ agonist: APJ receptor agonism. AID 2520. activation, % at 20 µM. CHO-K1 APJ PathHunter beta-arrestin, luminescence; 0% DMSO wells, 100% apelin. 0.11% of 330,000 active;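 active means activation more than six SD over the plate average, tested at 20 µM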;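 further: 0% = DMSO alone and 100% = apelin-13 at 10 nM; some results filed as inactive read as strong as hits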
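Incubation: overnight seeding, 90 min compound at 25 °C, 1 h detection; test system: PathHunter CHO-K1 APJ (AGTRL-1) beta-arrestin reporter cells; amount: 1000 cells/well; doses: one dose, 20 µM compound, 1% DMSO; measured by: beta-gal luminescence; measure: agonist-driven arrestin binding to APJ; benchmarks: negative DMSO alone, positive Apelin-13 at 10 nM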
tim23-1 inh: tim23-1 yeast growth inhibition | S. cerevisiae tim23-1 growth, BacTiter-Glo luminescence, 24 h | inhibition, % at 20 µM | 1.3% of 330,000 active | AID 463212;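 active means growth inhibition of the mutant yeast at or above 50%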;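 further: temperature-sensitive mutant grown at 25 °C; plate controls were DMSO-treated mutant yeast for no effect and medium wells lacking yeast for full effect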
XBP1 UPR activ: activators of adaptive arm of unfolded protein response (XBP1); CHO-XBP1 luciferase reporter, IRE1-XBP1 UPR activation, luminescence; percent of tunicamycin response, DMSO as zero; activation, % at 20 µM; 0.33% of 330,000 active;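 active means versus positive control, 20 µM dose yields 30% or more activation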;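 further: 100% = tunicamycin at 10 µg/mL and 0% = DMSO only wells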
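Material: CHO-XBP1 cells stably carrying IRE1-XBP1-driven luciferase reporter | Medium: F12 with 10% serum | Compound dosing: 20 µM single concentration, DMSO 1% | Incubation: Overnight seeding at 37 °C, 6 h compound treatment at 37 °C | Detection: Steady-Glo luminescence read | Read-out basis: % activation of reporter signal versus tunicamycin and DMSO controls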
APJ antag: APJ receptor antagonism; CHO-K1 APJ beta-arrestin complementation, luminescence; AID 2521; 0.32% of 330,000 active; inhibition, % at 20 µM; P35414;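 active means inhibition above about 40% at 20 µM, limit read from the data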;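 further: cells challenged with 10 nM apelin-13 agonist together with compound; plate controls were apelin-13 plus DMSO wells for no effect and DMSO wells lacking apelin-13 for full effect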
UPR CHOP act: activators of apoptotic arm of unfolded protein response (CHOP). activation, % at 10 µM. AID 449763. CHO-CHOP luciferase reporter, UPR activation, luminescence; percent of tunicamycin response over DMSO baseline. 0.34% of 330,000 active;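 active means at 10 µM dose, activation of 40% or more, normalized to positive control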;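 further: 100% = tunicamycin at 10 µg/mL and 0% = DMSO alone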
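Assay system: CHO cells with stable CHOP pathway luciferase reporter; Buffer or medium: F12 plus 10% serum; Times: 16-18 h cell attachment, then 6 h compound exposure, 37 °C; Signal: luciferase luminescence; Read-out basis: percent activation relative to tunicamycin control; Control set: tunicamycin high control, DMSO low control.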
tim10-1 inh: tim10-1 yeast growth inhibition | S. cerevisiae tim10-1 ts strain growth, BacTiter-Glo, 24 h | 2.2% of 330,000 active | inhibition, % at 20 µM;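 active means inhibition of at least 40%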;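 further: mutant grown at 25 °C; 0% = DMSO wells with yeast and 100% = wells holding no yeast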
* hit, by the source's call; nt = no result given.

SMILES	CXCR6 inh	TIM10 inh	Mdm2 MdmX PPI	APJ agonist	tim23-1 inh	XBP1 UPR activ	APJ antag	UPR CHOP act	tim10-1 inh
O=c1oc2cc(OCc3ccc(F)cc3F)ccc2cc1-c1ccccn1	-1	-25	-18	2	-33	11	-1	3.8	-14
Cc1cc(C)cc(C(=O)Nc2ccncc2)c1	-6	10	11	-2	-3	2	-2	0.6	8
COc1ccc(S(=O)(=O)N2CCC(C(=O)N3CCCCCC3)CC2)cc1	-4	2	21	-4	21	-4	13	-1.5	14
Cc1cc(CN(C)Cc2c(C(=O)N3CCCCCCC3)nc3ccc(Cl)cn23)n[nH]1	0	6	-14	-4	4	-3	8	0.0	10
Cc1cc(=O)oc2cc(NC(=O)c3ccccc3OC(F)F)ccc12	-20	-10	-33	0	9	-1	-1	3.4	-4
O=C(C1CCCCC1)N1CCC(CO)(Cc2ccccc2Cl)CC1	-13	9	-33	0	15	-1	8	-1.7	17
CC1CCN(CC(=O)Nc2ccc(S(=O)(=O)N3CCC(C)CC3)cc2)CC1	0	6	46	1	-4	-3	12	0.9	-3
O=C(Nc1nnc(-c2ccccc2Cl)o1)c1ccco1	-4	-20	-7	-1	18	2	4	1.6	-9
COc1ccc(-c2cc(C(=O)N3CCCC(C(F)(F)F)C3)c3ccccc3n2)cc1OC (configuration not stated)	3	20	12	13	34	-3	7	0.1	30
Cc1onc(-c2c(Cl)cccc2Cl)c1/C(N)=N/OC(=O)C1CC1	0	-17	0	0	-4	3	8	-1.5	-20
CCCCn1nc2cc(C(=O)NCCCCc3ccccc3)ccc2c1OCC	4	8	28	-6	-8	-2	-5	-0.3	7
CCOc1ccc(NC(=O)C2CCC(C)(C(=O)O)C2(C)C)cc1 (configuration not stated)	8	4	5	-2	-2	-5	20	-1.6	-11
Cc1c(C#N)c2ccccc2n1CC(=O)NCc1ccccc1	6	-3	-3	0	-2	0	1	-0.6	-2
O=S(=O)(c1ccccc1)C1CON(Cc2ccccc2)C1c1ccccc1 (configuration not stated)	3	-19	1	0	17	-2	-4	-1.0	-1
COc1ccccc1NC(=O)CCC(=O)N/N=C(/C)c1ccc(C)cc1	-6	0	-9	0	12	-1	-25	3.2	11
Cc1ccc(NC(=O)CN(C)S(=O)(=O)c2ccc3c(c2)c(=O)n(C)c(=O)n3C)cc1	5	-4	18	-5	-9	-1	31	-0.4	-9
Cc1ccc(OCC(=O)NCCNC(=O)c2cnccn2)cc1	3	10	-12	-2	1	-3	-1	-1.1	-2
C=C(C)CSc1nncn1/N=C/c1ccc(OC)cc1	6	19	-72	0	28	5	-3	4.5	43*
COc1ccc(S(=O)(=O)N2CCOC2CNC(=O)C(=O)NCc2ccncc2)cc1C (configuration not stated)	-3	-1	5	-2	0	-5	2	-1.8	-9
CN(C)S(=O)(=O)N1CCC(Oc2ccc(C(=O)N3CCCCCCC3)cc2)CC1	5	15	-25	2	17	-2	-17	3.1	29
Cc1ccc2c(c1)N(Cc1ccc([N+](=O)[O-])cc1)C=NS2(=O)=O	-3	-3	13	-2	13	-5	-12	-1.0	1
Cc1ccc(S(=O)(=O)NNc2ccccc2)cc1	3	0	-16	-2	12	-3	-12	3.0	11
Cn1nnnc1SCC(=O)N1N=C(c2ccc(Cl)cc2)CC1c1ccco1 (configuration not stated)	2	18	-9	-1	31	0	-4	0.3	15
CCOC(=O)C1CCCN(C(=O)c2cccc(S(=O)(=O)N3CCOCC3)c2)C1 (configuration not stated)	-2	-3	15	0	5	0	-4	-0.2	5
O=C(CCNC(=O)c1ccc(Cl)cc1)NCc1ccccc1Cl	2	-7	-12	-1	9	1	13	0.7	2
COC(=O)[C@H](C)N1C/C=C\COc2c(Cl)cc(Cl)cc2S1(=O)=O	2	-7	10	nt	43	1	nt	0.7	26
O=C(c1ncn(Cc2ccccc2)c1C(=O)N1CCc2ccccc2C1)N1CCc2ccccc2C1	-8	13	13	3	42	-2	-18	1.1	33
Cc1[nH]c2ccc(Br)cc2c(=O)c1CN1CCCCCC1	-1	11	2	-1	-3	-6	13	-1.6	-9
COc1cccc(COC(=O)C2CC(=O)N(Cc3ccco3)C2)c1OC (configuration not stated)	4	5	-2	-7	1	2	-7	1.8	6
CC(=O)Nc1cccc(NC(=O)c2ccc(COc3ccccc3)cc2)c1	-8	8	-77	1	5	2	-7	6.2	-3
Cc1cccn2c(=O)c(C=O)c(N3CCN(c4ccccc4)CC3)nc12	1	24	-30	-3	14	-1	22	-2.0	35
COc1ccc(C2CC(c3ccccc3)=NN2C(=O)c2cccs2)cc1 (configuration not stated)	36	29	-36	-4	30	4	15	3.0	23
c1ccc(CSc2nnc(-c3ccco3)n2Cc2ccccc2)cc1	9	-4	-55	0	26	6	12	6.2	15
Cc1ccc(S(=O)(=O)N2[C@@H](c3cccc(Cl)c3)C(C(=O)O)=CC[C@H]2c2ccc(Cl)c(Cl)c2)cc1	0	-1	12	4	8	4	4	0.4	31
NC(=O)C1CCN(C(=O)c2cnn(-c3ccccc3)c2NC(=O)c2cccc(F)c2)CC1	5	-5	-17	-3	26	-1	-4	1.0	18
O=C(O)c1ccc2c(c1)OCCO2	3	-9	12	-3	5	-1	-9	-3.2	0
CCCc1nc(N)c(C#N)c(-c2ccco2)c1CC	-4	9	34	-6	10	1	-2	-0.3	20
CCOCCCNC(=O)Cc1c(C(=O)O)[nH]c2ccc(Cl)cc12	-5	-5	12	-2	10	0	-35	0.2	-6
CC[C@@H](C)[C@@H]1CN([C@@H](C)CN2CCC[C@H]2CN2C(N)=NC[C@H]2C(C)C)C(=N)N1CCc1ccc(Cl)c(Cl)c1	3	6	9	0	-12	-1	10	0.2	-11
Cc1cc(C)nc(SCc2cccc(C(=O)O)c2)n1	3	13	2	-6	13	0	2	-0.3	16
COc1ccc(C(=O)NNC(=O)CSc2nnc3ccccn23)cc1OC	-5	-1	13	-2	12	-4	6	1.3	10
CC(=O)C1=NOC(CNC(=O)c2c(-c3ccccc3Cl)noc2C)C1 (configuration not stated)	4	-5	4	0	-4	0	-17	1.7	-10
Cc1c(C(=O)N2CCCC2)c(S(=O)(=O)NCC(C)c2ccccc2)c(C)n1C (configuration not stated)	0	-5	10	2	-10	-2	24	-2.4	0
O=C(CSc1nc2ccccc2c(=O)n1CCCN1CCOCC1)Nc1cccc(S(=O)(=O)N2CCCCCC2)c1	7	22	11	-3	9	-1	5	2.0	13
Cc1ccc(N2C(S)=C(C#N)C(=O)NC2c2cccs2)cc1 (configuration not stated)	-3	5	-17	-4	13	-4	10	0.5	10
Cc1ccc(C(=O)N2CCC(Cc3ccccc3)CC2)cc1[N+](=O)[O-]	2	6	4	-2	7	7	-6	0.7	16
COCCN(CC(=O)NCc1ccccc1)C(=O)CCC(=O)Nc1ccccn1	-3	7	14	0	0	-3	-3	1.3	-7
O=C(Cc1cccs1)NCc1cccs1	-9	5	30	-4	1	1	18	-0.5	20

By substructure, those above containing an NH in an aromatic ring (3)
SMILES	CXCR6 inh	TIM10 inh	Mdm2 MdmX PPI	APJ agonist	tim23-1 inh	XBP1 UPR activ	APJ antag	UPR CHOP act	tim10-1 inh
Cc1cc(CN(C)Cc2c(C(=O)N3CCCCCCC3)nc3ccc(Cl)cn23)n[nH]1	0	6	-14	-4	4	-3	8	0.0	10
Cc1[nH]c2ccc(Br)cc2c(=O)c1CN1CCCCCC1	-1	11	2	-1	-3	-6	13	-1.6	-9
CCOCCCNC(=O)Cc1c(C(=O)O)[nH]c2ccc(Cl)cc12	-5	-5	12	-2	10	0	-35	0.2	-6

Later entries
SMILES	CXCR6 inh	TIM10 inh	Mdm2 MdmX PPI	APJ agonist	tim23-1 inh	XBP1 UPR activ	APJ antag	UPR CHOP act	tim10-1 inh
Cc1ccccc1OCCNC(=S)Nc1ccccc1	-12	23	10	-1	23	3	5	-2.6	15
Cc1cc2n(n1)C(c1sccc1C)Nc1ccccc1-2 (configuration not stated)	-12	5	11	-4	31	1	3	-3.8	28
CC(NC(=O)C1CCCCC1)c1ccc2c(c1)OCCO2 (configuration not stated)	-3	11	2	-1	4	0	7	-1.0	7
COc1ccc(CCNC(=O)CSCc2ccc(Br)cc2)cc1OC	10	6	10	-4	28	-6	19	0.5	11
COc1ccc2nc(NC(=O)CSc3n[nH]c(N)n3)sc2c1	-6	0	30	3	4	-2	0	4.1	7
CCOC(=O)N1CCN(C(=O)c2ccccc2NC(=O)c2ccc(OC)cc2)CC1	-2	12	9	1	4	4	23	0.0	12
Cc1cc(NC(=O)COC(=O)c2ccco2)no1	-8	-4	-30	-3	15	2	-10	-0.3	13
CCn1c2ccccc2c2cc(CN3CCN(S(=O)(=O)CC)CC3)ccc21	nt	16	19	-1	23	-3	19	0.2	7
CCC(=O)NC(Nc1cccc(C)n1)(C(F)(F)F)C(F)(F)F	3	-7	3	-1	4	1	9	-0.1	6
Cn1c(=O)c2c(SCC(=O)Nc3cccc(F)c3)nc(-c3ccco3)nc2n(C)c1=O	10	4	100*	1	6	481*	0	158*	5
C/C(=N\NS(=O)(=O)c1ccc(Cl)c([N+](=O)[O-])c1)c1ccc(C)o1	2	14	-8	2	4	0	-10	-0.2	22
Cc1ccc(CNC(=O)CCn2cc(-c3ccc(C)cc3)nc2CCN)cc1	-5	-1	-2	-7	-3	-1	7	1.2	-3
CCCNC(=O)C1CCN(S(=O)(=O)c2cccc3nonc23)CC1	-2	3	-8	1	12	-2	-5	1.0	-8
COc1ccc2[nH]c(C)c(CCN(Cc3cccs3)C(=S)Nc3ccccc3OC)c2c1	2	9	31	-1	23	-3	0	1.6	25
COc1ccc(C(=O)N2CCC(C(=O)c3c(C)cc(C)cc3C)CC2)cc1	-2	-14	28	1	11	-6	1	-0.1	19
CCCC(=O)NCc1ccncc1	nt	-10	-11	-2	-3	-6	-9	-1.8	5
Cc1ccc(S(=O)(=O)NCC(=O)NCC(=O)N2CCC(C)CC2)cc1	2	-2	18	1	-7	-4	4	0.6	-7
CC(C(=O)Nc1cccnc1)n1cc([N+](=O)[O-])cn1 (configuration not stated)	-7	-7	5	-1	-3	-2	-12	0.9	6
Cc1cc(-c2nnc(CCC(=O)N(C)Cc3cccc4ccccc34)o2)no1	-19	3	1	0	27	-1	-8	-0.3	2
Cc1c([N+](=O)[O-])cc(C(=O)Nc2ccc(Cc3ccncc3)cc2)cc1[N+](=O)[O-]	-30	22	24	7	6	-2	-25	-0.9	14
Cc1cc(C(F)F)n2ncc(C(=O)N3CCCCC3)c2n1	3	-7	-5	-4	-2	-2	-5	-1.7	5
CCCCc1ccc(S(=O)(=O)N2CCC3(CC2)OCCO3)cc1	-2	24	21	-4	37	-2	16	-0.1	19
O=C(CN1C(=O)COc2ccc(Cl)cc21)N1CCOCC1	-4	-5	-1	-2	-2	-3	4	0.1	3
c1ccc(-c2cnnn2-c2ccccc2)cc1	-9	3	-15	2	-2	-5	17	0.4	1

Only part of the results is shown; rates above refer to the full screens.
